Compound activity from PubChem BioAssay.
IMPase inh – membrane-permeable compound that blocks inositol monophosphatase. CHO-M1 cells, IP1 accumulation, HTRF TR-FRET ratio. inhibition (IP1 accumulation), % at 46.1 µM. 120,000 tested, under 10 active; active = well fitted curve in the direction sought with a large enough effect in the signal ratio, not every such curve was filed as active; inconclusive = small, poorly fitted or top-dose-only effect, or a change in a side signal; inactive = no such curve, though single readings can be large or run the other way; the % refers to the signal ratio;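 note: cells stimulated with carbachol in lithium chloride buffer; plate controls were DMSO basal wells for no effect and reference inhibitor wells for full effect; higher means more IMPase inhibition seen as more IP1 and lower FRET ratio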
Target sequence (P97697 whole entry, looked up): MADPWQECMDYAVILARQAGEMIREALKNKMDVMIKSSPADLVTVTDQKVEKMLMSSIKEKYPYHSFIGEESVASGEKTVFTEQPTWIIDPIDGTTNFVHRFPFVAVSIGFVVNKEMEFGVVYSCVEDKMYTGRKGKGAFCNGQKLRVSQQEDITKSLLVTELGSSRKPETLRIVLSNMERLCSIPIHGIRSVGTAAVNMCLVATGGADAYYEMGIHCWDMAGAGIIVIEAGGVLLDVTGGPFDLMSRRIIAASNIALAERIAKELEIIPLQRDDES
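Carbachol-driven Gq signalling in CHO-M1 cells (2000/well) generates IP1. Compounds that block IMPase raise IP1 and so reduce the FRET signal from Eu-anti-IP1 and d2-IP1 after a 10 min room-temperature lysis.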
PNC assembly inh – inhibitors of perinucleolar compartment assembly | PC3M PTB-GFP, PNC prevalence imaging, 16 h; stronger effect = lower value | activity change (PNC), negative = inhibition, % at 10 µM | hit rate 3.1% among 140,000 | AID 2417;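 active = readout at or below -70, meaning at least 70% loss of cells showing the perinucleolar compartment, a nuclear body marking cancer cells; inconclusive = readout between -30 and a set limit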;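 note: plate controls were DMSO wells for no effect and camptothecin positive control wells for full effect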
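Read-out is percentage of cells bearing a perinucleolar compartment, from automated 20x imaging of fixed, Hoechst-stained PC3M PTB-GFP cells. Cells were seeded 4 h, then exposed 16 h to compound (23 nl of library stock) in duplicate plates.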
15-hLO-2 inh – 15-hLO-2 (ALOX15B) enzyme inhibition | purified 15hLO-2, xylenol orange hydroperoxide absorbance | hit rate 0.56% among 110,000 | Potency, µM (titrated, usually from 57.1 µM), for inactives: at the top dose activity change, negative = inhibition, actives largely listed as inhibitors | O15296; note: potency is the fitted concentration of half-maximal effect; nearly all actives have a fitted effect of over 60% in size; many of its hits are not listed in these tables
Target sequence (O15296 whole entry, looked up): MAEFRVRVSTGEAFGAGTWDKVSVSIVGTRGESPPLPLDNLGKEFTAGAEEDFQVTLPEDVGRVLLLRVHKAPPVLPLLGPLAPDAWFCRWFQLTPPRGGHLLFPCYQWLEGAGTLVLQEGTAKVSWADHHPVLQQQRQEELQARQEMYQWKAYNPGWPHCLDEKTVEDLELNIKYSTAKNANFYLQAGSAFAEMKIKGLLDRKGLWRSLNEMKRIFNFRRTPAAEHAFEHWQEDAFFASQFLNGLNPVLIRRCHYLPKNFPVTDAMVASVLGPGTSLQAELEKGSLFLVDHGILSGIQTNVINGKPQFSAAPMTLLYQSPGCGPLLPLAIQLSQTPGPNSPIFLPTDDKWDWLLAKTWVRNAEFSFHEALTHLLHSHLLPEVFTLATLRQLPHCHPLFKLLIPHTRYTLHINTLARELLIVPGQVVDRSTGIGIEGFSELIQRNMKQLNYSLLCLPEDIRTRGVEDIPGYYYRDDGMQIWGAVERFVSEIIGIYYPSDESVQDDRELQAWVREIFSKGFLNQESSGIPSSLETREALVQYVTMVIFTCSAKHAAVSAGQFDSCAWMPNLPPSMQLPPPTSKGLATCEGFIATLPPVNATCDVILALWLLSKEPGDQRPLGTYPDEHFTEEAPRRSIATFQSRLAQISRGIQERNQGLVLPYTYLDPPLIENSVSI
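Purified human 15hLO-2 (50 nM) preincubated 15 min with compound, then 45 uM arachidonic acid for 90 min at RT in 25 mM Hepes pH 7.5, 0.01% Triton X-100. Hydroperoxide detected by Fe-xylenol orange; 573/405 nm absorbance ratio.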
ALOX12 inhib – 12-hLO (ALOX12) enzyme inhibition; P18054; purified 12-hLO, xylenol orange hydroperoxide absorbance; Potency, µM (series often up to 57.1 µM), inactives show at the top dose activity change, negative = inhibition, most hits filed as inhibitors; hit rate 0.12% among 150,000; AID 1452; note: potency is the fitted concentration of half-maximal effect; nearly all actives have a fitted effect of over 55% in size; many of its hits are not listed in these tables
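Purified human 12hLO (150 nM), preincubated 15 min with compound, then 40 uM arachidonic acid for 30 min, room temperature, Hepes pH 7.0 with 0.01% Triton X-100. Hydroperoxide detected by ferrous iron/xylenol orange; 573/405 nm absorbance ratio gives reaction progress.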
* hit, by the source's call; ? = inconclusive; . = no result given; [ ] = another dose, or the depositor's remark. Unless noted, calls come from the whole dose curve; as a rule, active = well fitted curve in the direction sought with a large enough effect; inconclusive = small, poorly fitted or top-dose-only effect, or another doubt; inactive = no such curve, though single readings can be large; an effect the other way counts as inactive or inconclusive. Unless noted, % is set by controls: 0 for no effect and ±100 for the full control effect.

Sample of the layout, 2 compounds:
SMILES	IMPase inh	PNC assembly inh	15-hLO-2 inh	ALOX12 inhib
Cc1ccc(-c2nc(CS(=O)CC(=O)NCCCN3CC(C)CC(C)C3)c(C)o2)cc1 (stereo not given)	6	9	16%	0%
O=C1C(=C2CCCCC2)SC(=S)N1Cc1ccco1	-1	41	?	?

This part in full (from the top)
SMILES	IMPase inh	PNC assembly inh	15-hLO-2 inh	ALOX12 inhib
Cc1ccc(-c2nc(CS(=O)CC(=O)NCCCN3CC(C)CC(C)C3)c(C)o2)cc1 (stereo not given)	6	9	16%	0%
O=C1C(=C2CCCCC2)SC(=S)N1Cc1ccco1	-1	41	?	?
CCOc1cc(-c2nnc(-c3ccco3)o2)cc(OCC)c1OCC	-5	-14	-4%	-7%
CCN(CC)CCOc1cc2c(nn1)Oc1ccccc1N2C	?	14	-7%	-4%
Cc1ccc(CN2C3=NC(=O)CN3c3ccccc32)cc1	-13	-9	-3%	-1%
C=CCn1c(SCCOc2ccc(OC)cc2)nnc1C(C)NC(=O)Cc1ccc(OC)cc1 (stereo not given)	-2	?	10%	2%
O=C(NCc1nc2ccccc2[nH]1)c1cc2ccccc2oc1=O	-1	-3	-1%	6%
O=C(Nc1ccc2c(c1)OCO2)C(c1ccccc1)N1CCC2(CC1)OCCO2 (stereo not given)	1	20	3%	-3%
CCOC(=O)c1c(NC(=S)Nc2ccc(OC)cc2)sc2c1CCC2	6	-6	.	-2%
Cc1cc(C)cc(N(CC(=O)O)S(=O)(=O)c2c(C)noc2C)c1	4	-3	-1%	3%
CC(=O)Nc1ccc(S(=O)(=O)n2cnc(C)c2)cc1	1	43	-1%	2%
Cc1ccc(C2CC(=O)Oc3c(C(C)C)ccc(C)c32)cc1 (stereo not given)	.	.	4%[0.0915 µM]	-5%[0.00818 µM]
Cc1cccc(N2CC(c3nc4ccccc4n3C)CC2=O)c1C (stereo not given)	.	29	.	-2%
COC(=O)c1ccc(C)c(NC(=O)CN2C(=O)c3ccccc3S2(=O)=O)c1	-4	-6	-3%	-6%
CCOC(=O)CSc1nc2c(c(=O)n(Cc3ccccc3Cl)c(=O)n2C)n1C	5	?	6%	-2%
Cc1cccc(N(C(=O)c2ccc(CN3CCOCC3)o2)C(C(=O)NC(C)(C)C)c2ccc(F)cc2)c1 (stereo not given)	?	0	.	0%
Cc1ccc2nc(C3CCN(C(=O)NCc4ccccc4)CC3)[nH]c2c1	-8	8	8%	4%
Nc1cc(OCC(F)(F)F)cc([N+](=O)[O-])c1	.	49	.	-4%
COCC(=O)n1nc(-c2ccccc2)nc1NCc1ccc(F)cc1	?	-21	4%	-5%
Cn1cccc1C1Nc2ccccc2NC2=C1C(=O)CC(C)(C)C2 (stereo not given)	-2	28	-4%	-5%
Cn1cc(C(=O)C(F)(F)F)c2ccccc21	1	-15	6%	-4%
Cc1c(SCCO)c(=O)[nH]c2cc3c(cc12)OCO3	?	26	-5%	1%
Cc1ccc(NC(=O)Cn2cc(S(=O)(=O)c3ccc(F)cc3)c(=O)c3cc(F)ccc32)cc1	.	26	.	-4%
CCc1ccc2nc(N3CCN(C)CC3)c(C#N)cc2c1	?	?	16%	3%
CCOC(=O)N1CCC(NC(=O)c2ccc3c(Cl)c4c(nc3c2)CCCC4)CC1	.	54	.	-3%
COc1ccccc1CNC(=O)CCC(=O)Nc1nnc(C(C)C)s1	-1	22	0%	4%
O=C(Cn1cnc2ccccc21)NC(c1ccccc1)c1ccccc1	7	4	24%	-6%
CC(=O)N1N=C(c2ccc(Cl)cc2)OC1c1ccc(C(C)C)cc1 (stereo not given)	5	72	-5%	-3%
Cc1cc(C(=O)N/N=C/c2cccc(Cl)c2Cl)no1	7	?	7%	1%
CC(C)OC(=O)CSc1n[nH]c(-c2cccnc2)n1	-2	-7	-1%	4%
Cc1cc(NC(=O)c2cc3nc(C4CC4)cc(C(F)(F)F)n3n2)no1	1	29	-1%	0%
CC(C)Sc1nc2ccccc2c(=O)[nH]1	4	-20	2%	2%
COc1cc(C)nc2nc(SCc3ccccc3)nn12	-7	16	-13%	1%
O=C(Cn1cc(C(F)(F)F)ccc1=O)NC(c1ccccc1)c1ccccc1	.	?	.	-5%
O=[N+]([O-])c1cccc(-c2nc(Oc3ccc(Cl)cc3)c3ccccc3n2)c1	.	?	.	-3%
C=CCNC(=O)c1ccccc1NC(=O)c1ccccc1C	-14	-100*	.	-2%
C[C@](N)(C(=O)O)c1ccc(-c2nn[nH]n2)cc1	-4	.	5%	-8%
Cc1cccc(CSc2nnc(NC(=O)c3ccco3)s2)c1	0	77	.	5%
Cc1ccc(S(=O)(=O)N2CCN(C(=O)Cc3ccccc3)CC2)cc1	7	42	-3%	6%
CC(C)(C)N=Cc1cc(-c2ccccc2)sc1O	11	?	-10%	-3%
CC(C)(C)OC(=O)N[C@@H](Cc1ccccc1)c1nnc(SCC(=O)O)o1	-7	-6	-13%	7%
CC(C)(C)n1nnc(CCc2nnn(C(C)(C)C)n2)n1	-1	-92*	7%	-2%
CCN(CC)S(=O)(=O)c1ccc(N2CCOCC2)c(NC(=O)C2CCCC2)c1	.	-2	.	8%
COCCNS(=O)(=O)c1ccc(C2CNC(=O)C2)cc1 (stereo not given)	-1	-26	7%	6%
COCCNC(=O)c1onc(CSc2ccc(C(C)C)cc2)c1C(=O)O	13	21	-1%	6%
O=S(=O)(Nc1cccc(CCc2ccccn2)c1)c1ccc2ccccc2c1	-2	-27	35%[activator]	-12%
Cc1ccc(N(C(=O)C2CCCC2)C2C=CS(=O)(=O)C2)cc1C (stereo not given)	4	7	-5%	5%
Cc1nc(NC(=S)NC(=O)COc2ccc(Cl)cc2)ccc1Br	-14	-14	.	0%
O=C(c1cccn2c(=O)c3ccccc3nc12)N1CCN(c2ccccn2)CC1	-3	?	-3%	-2%
CCOCCCn1c(SC(C(=O)Nc2cc(C)ccc2C)c2ccccc2)nnc1-c1ccc(Cl)cc1 (stereo not given)	.	34	.	-2%

Additional entries follow:
SMILES	IMPase inh	PNC assembly inh	15-hLO-2 inh	ALOX12 inhib
Cc1noc(C)c1C(=O)N1CCC2(CCCN(C(=O)Nc3cccc(F)c3)C2)CC1	.	.	4%	4%
CC(=O)CC1(O)C(=O)N(Cc2ccccc2)c2ccccc21 (stereo not given)	5	59	-8%	3%
CC(=O)C(Cc1cnc(Cl)s1)(Cc1cnc(Cl)s1)C(C)=O	9[1.84 µM]	?	0%[11.4 µM]	1%
CCOC(=O)C1=C(C(F)(F)F)Nc2ncnn2C1c1ccc(OC)c(OC)c1OC (stereo not given)	.	32	.	1%
c1ccc(Cc2nnc3sc(-c4ccccn4)nn23)cc1	12	?	-12%	2%
CCS(=O)(=O)N1CCN(c2nc(-c3ccccc3)cs2)CC1	15	35	-6%	-1%
COCCCn1c(SCC(=O)NCc2ccccc2)nc2ccccc2c1=O	2	-100*	.	-4%
CCCc1cc(C(=O)NC2CCCCC2)no1	21	73	5%	-2%
COc1ccc(C(C(=O)NC2CCCC2)N(C(=O)c2snc(-c3ccc(F)cc3)c2N)c2ccc(OC)cc2)cc1 (stereo not given)	-8	77	-15%	4%
CC1=NN(c2ccc(C)cc2C)C(=O)C1C(c1ccccc1O)C1C(=O)N(c2ccc(C)cc2C)N=C1C (stereo not given)	.	-2	.	-5%

Single records, as listed above:
`COc1ccc(C(C(=O)NC2CCCC2)N(C(=O)c2snc(-c3ccc(F)cc3)c2N)c2ccc(OC)cc2)cc1` (stereo not given) in the list: IMPase inh = -8; PNC assembly inh = 77; 15-hLO-2 inh = -15%; ALOX12 inhib = 4%
`CC(=O)CC1(O)C(=O)N(Cc2ccccc2)c2ccccc21` (stereo not given) in the list: IMPase inh = 5; PNC assembly inh = 59; 15-hLO-2 inh = -8%; ALOX12 inhib = 3%

Next section
SMILES	IMPase inh	PNC assembly inh	15-hLO-2 inh	ALOX12 inhib
CCN1C(=O)c2ccc(C(=O)NCc3ccccc3)cc2C1=O	6	-2	-2%	1%
Cc1ccc(Cl)cc1N1CCN(C(=O)COc2ccc(S(=O)(=O)NC(C)C)cc2)CC1	9	-21	2%	-6%
CC1CCN(C(=O)CSc2nncn2C)CC1	-7	-27	-2%	-2%
CC(C)NC(=O)N1CCCC2(CCN(C(=O)c3cccc(F)c3)CC2)C1	.	.	18%	0%
Cc1csc(NC(=O)CCCSc2nc3ccccc3s2)n1	-16	-5	41%[activator]	?
Cc1cc(CN2CCN(CCC#N)CC2)c(O)c(C2(C)CCCCC2)c1	2	?	22%	-8%
Cc1nc(NC(=O)CSc2nc3cccnc3n2C2CCCCC2)sc1C	-5	-125*	-15%	0%
CCn1c(C(=O)N2CCc3ccccc3C2)cc2sccc21	9	-22	?	-1%
O=C1CCC(C(=O)Nc2ccc(OC(F)F)cc2)N1 (stereo not given)	0	24	5%	1%
CCN(C(=O)c1coc(=O)c(Br)c1)c1ccc2c(c1)OCO2	18	10	?	-26%
Cc1nc(Nc2ccc3c(c2)OCO3)c2oc3ccccc3c2n1	7	-24	14%	-5%
CC(=O)NC1CC2CCCC(C1)N2C(=O)Nc1ccc(Cl)c(C(F)(F)F)c1 (stereo not given)	-4	?	0%	1%
O=C1CCC(C(=O)OC(C(=O)c2c[nH]c3ccccc23)c2ccccc2)=NN1 (stereo not given)	.	20	.	-3%
CCNC(=S)N(Cc1c(C)noc1C)c1ccccc1	.	-8	.	0%
Cc1ccc(N2C(=O)NC(C(F)(F)F)(C(F)(F)F)C3=C2CC(C)(C)CC3=O)cc1	.	-23	.	1%
CCOc1ccc(C(=O)NC(=S)Nc2ccccc2N2CCCCC2)cc1[N+](=O)[O-]	.	28	.	-4%
Cc1ccnc(SCc2cc(=O)c(OC(=O)c3ccc(S(=O)(=O)N(C)C)cc3)co2)n1	-9	-109*	.	-4%
COc1ccc(-n2ncc(S(=O)(=O)c3ccccc3)c2-c2ccc(Cl)cc2)cc1	-3	40	-7%	1%
Cc1cccc(-n2c(SCc3cc(=O)n4ccsc4n3)nc3ccccc3c2=O)c1	0	-12	0%	2%
CC(C)OCC(O)Cn1c(N2CCCC2)nc2c1c(=O)[nH]c(=O)n2C (stereo not given)	10	?	-2%	1%
CCOC(=O)C1CCCN(C(=O)COC(=O)c2cc(=O)c3ccccc3o2)C1 (stereo not given)	-4	?	-2%	-1%
CCOC(=O)c1[nH]cnc1C(=O)Nc1ccncc1	12	2	6%	3%
CCCC1(C)Nc2ccccc2-c2nc3ccccc3n21 (stereo not given)	-14	-82*	0%	-7%
CC(C)CC(C(=O)Nn1cnnc1)N1C(=O)c2ccccc2C1=O (stereo not given)	-1	-100*	-2%	-12%
Oc1ccc(O)cc1	6	.	-21%	-8%
CC(=O)c1ccc(NC(=O)CSc2ccc(-c3ccc4c(c3)OCO4)nn2)cc1	-1	24	.	-2%
CCCCCCCCNC(=O)C(CCC(=O)OCc1ccccc1)NC(C)=O (stereo not given)	1	?	17%	-2%
CC(C)=CC[N+]1(C)CCCCC1	17	15	.	-7%
COc1cc2cc(C(=O)Nc3ccccc3)c(N)nc2cc1OC	?	-18	40%[activator]	-9%
Oc1ccccc1-c1nnc(SCCN2CCOCC2)n1Cc1ccccc1	11	12	8%	-10%
O=C(/C=C/c1ccco1)NC(=S)Nc1nc(-c2ccc(Cl)cc2)cs1	-14	21	.	-1%
O=C(/C=C\c1cccs1)c1c(O)ccc2ccc(=O)oc12	.	106	.	-1%
O=C(CSc1nc(-c2cccs2)cc(C(F)(F)F)n1)Nc1cc(OCC(F)(F)C(F)F)cc([N+](=O)[O-])c1	-7	19	.	-5%
COC(=O)Nc1nc(C)c(C(=O)c2ccccc2)s1	-3	?	-7%	-1%
COC(=O)c1ccc(COc2ccc3c(C)c(C)c(=O)oc3c2)o1	-11	?	-7%	-16%
CC(C)c1nnc(NC(=O)CCC(=O)Nc2ccc(F)cc2)s1	4	41	0%	-1%

Some of the compounds tested (hit frequency here may not be typical).
